# USP10 inh: human USP10 deubiquitinase inhibition; inhibition, % at 20 µM; 47,000 compounds, 1.1% hits; Q14694; purified USP10, Ub-rhodamine fluorescence, 60 min
# USP8 block: inhibitors of human USP8 deubiquitinase; purified USP8, Ub-rhodamine cleavage fluorescence, 30 min; inhibition, % at 20 µM; 47,000 compounds, 4.2% hits
# USP17 inh: inhibitors of human USP17 deubiquitinase | A8MUK1 | purified USP17, Ub-rhodamine cleavage fluorescence, 3 h | inhibition, % at 50 µM | 47,000 compounds, 6.5% hits | AID 1645855
# USP30 inh: inhibitors of human USP30 deubiquitinase | Q70CQ3 | purified USP30, Ub-rhodamine cleavage fluorescence | inhibition, % at 25 µM | 47,000 compounds, 5.3% hits
# UCHL1 block: blocks human UCHL1 ubiquitin-rhodamine cleavage; P09936; purified UCHL1, Ub-rhodamine cleavage fluorescence; inhibition, % at 20 µM; 47,000 compounds, 0.2% hits; AID 1645859
# USP7 block: blocks human USP7 ubiquitin-rhodamine cleavage; Q93009; purified USP7, Ub-rhodamine cleavage fluorescence; inhibition, % at 20 µM; 47,000 compounds, 0.3% hits
# USP28 inh: human USP28 deubiquitinase inhibition. inhibition, % at 25 µM. Q96RU2. purified USP28, Ub-rhodamine cleavage fluorescence, 30 min. 47,000 compounds, 3% hits
# Target sequence (Q96RU2 whole entry, looked up): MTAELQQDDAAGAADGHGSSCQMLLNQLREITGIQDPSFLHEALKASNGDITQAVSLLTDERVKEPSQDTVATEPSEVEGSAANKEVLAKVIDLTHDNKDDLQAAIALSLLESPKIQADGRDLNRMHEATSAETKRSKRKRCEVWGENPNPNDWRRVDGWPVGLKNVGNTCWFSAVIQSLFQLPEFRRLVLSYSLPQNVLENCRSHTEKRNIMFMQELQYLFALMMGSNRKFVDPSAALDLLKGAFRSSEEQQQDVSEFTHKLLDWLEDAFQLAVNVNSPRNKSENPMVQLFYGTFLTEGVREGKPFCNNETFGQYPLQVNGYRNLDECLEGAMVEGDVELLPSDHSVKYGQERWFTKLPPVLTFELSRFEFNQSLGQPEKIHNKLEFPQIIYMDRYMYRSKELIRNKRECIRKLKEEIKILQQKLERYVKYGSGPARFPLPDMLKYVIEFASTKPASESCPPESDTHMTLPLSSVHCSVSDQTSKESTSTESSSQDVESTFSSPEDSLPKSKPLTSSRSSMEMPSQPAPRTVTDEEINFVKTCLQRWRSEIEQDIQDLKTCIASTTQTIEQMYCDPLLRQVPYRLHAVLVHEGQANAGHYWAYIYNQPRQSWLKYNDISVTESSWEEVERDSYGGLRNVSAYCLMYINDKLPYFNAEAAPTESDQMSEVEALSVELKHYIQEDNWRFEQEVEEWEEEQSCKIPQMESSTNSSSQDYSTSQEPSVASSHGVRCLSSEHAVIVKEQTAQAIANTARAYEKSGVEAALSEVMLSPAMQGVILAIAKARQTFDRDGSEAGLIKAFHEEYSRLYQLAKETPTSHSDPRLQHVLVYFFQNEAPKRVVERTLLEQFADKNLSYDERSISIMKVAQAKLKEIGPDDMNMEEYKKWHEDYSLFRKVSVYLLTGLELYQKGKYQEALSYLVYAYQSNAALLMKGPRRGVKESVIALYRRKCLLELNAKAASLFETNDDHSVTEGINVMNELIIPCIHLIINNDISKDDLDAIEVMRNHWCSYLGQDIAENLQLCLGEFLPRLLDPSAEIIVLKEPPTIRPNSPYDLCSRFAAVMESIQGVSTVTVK
# OTUD3 inh: human OTUD3 deubiquitinase inhibition; 47,000 compounds, 0.7% hits; purified OTUD3, Ub-rhodamine fluorescence, 2 h; AID 1645858; Q5T2D3; inhibition, % at 25 µM
# Active calls of the source: *; nt = no result given. No stated cut-off is given here; in the data, active means inhibition above about 30%; inactive means the rest.
# Results follow in this order: USP10 inh	USP8 block	USP17 inh	USP30 inh	UCHL1 block	USP7 block	USP28 inh	OTUD3 inh
Clc1ccc(CNC2CCCc3ccccc32)c(Cl)c1 (stereo not drawn)
    1	0	-1	-66	-2	1	-8	5
COc1ccccc1CN(CC(=O)NCc1ccc2c(c1)OCO2)C(=O)c1ccc2c(c1)OCCO2
    4	-1	17	19	1	-1	9	3
CCc1ccccc1N(C)C(=O)c1[nH]nc2c1CSc1ccccc1-2
    10	4	8	14	6	-1	12	6
CS(=O)(=O)Nc1cccc(C(=O)Nc2ccccc2-c2ccccc2)c1
    4	-15	-2	-11	0	1	-20	-12
COC(=O)c1cccn(CC(=O)c2ccc(Cl)cc2Cl)c1=O
    3	1	9	28	1	2	6	9
CCOC(=O)N1CCN(C(=O)CCc2c(C)c3ccc(O)cc3oc2=O)CC1
    1	1	3	10	0	1	2	-4
O=C(NCc1ccccn1)c1nc[nH]c1C(=O)NCc1cc(F)cc(F)c1
    0	-51	0	3	2	-34	9	1
COc1cc2c(cc1OC)-c1cc(NCc3ccccc3)nc(=O)n1CC2
    -9	-17	-30	-111	-11	-10	-23	-8
CC(C)(C)Nc1c(C2CCN(C(=O)C3CC3)CC2)nc2ccc(F)cn12
    -1	-6	-2	-4	0	-1	-6	-6
Cc1noc(C)c1S(=O)(=O)NCc1ccc2c(c1)N(C(=O)c1ccccc1)CC2
    -4	-46	-17	-15	-2	-7	-2	-7
CCN1CCN(C(=O)Cn2c(=O)[nH]c3c(-c4ccccc4)c[nH]c3c2=O)CC1
    0	-1	14	19	0	4	7	2
Cc1n[nH]c(C)c1-c1cnc(CC2CCCN(S(C)(=O)=O)C2)cn1 (stereo not drawn)
    0	-11	-9	6	-3	2	-16	-4
CC(=O)Nc1sc2c(c1C(c1cccc(Cl)c1)N1CCN(CCO)CC1)CCCC2 (stereo not drawn)
    -3	11	3	-6	3	-11	3	6
Cc1ccc(C)c(S(=O)(=O)N2CCCC2c2cc(C)on2)c1 (stereo not drawn)
    1	9	6	28	3	7	11	2
Cn1c(N2CCN(C(=O)c3cccc(Cl)c3)CC2)cc(=O)n(C)c1=O
    2	6	5	5	-3	0	-6	1

# Carrying on:
# Results follow in this order: USP10 inh	USP8 block	USP17 inh	USP30 inh	UCHL1 block	USP7 block	USP28 inh	OTUD3 inh
CCCc1cc(CNC(=O)C2(C)CC(=O)N=C3C=C(C)C=CN32)on1 (stereo not drawn)
    1	2	-1	9	0	-1	-8	-1
Fc1cccc(CSc2ccc3nnc(-c4ccccn4)n3n2)c1
    1	-14	19	19	1	-2	29	-1
COc1cccc(C2N3CC4(C)CN2CC(C)(C3)C4O)c1O (stereo not drawn)
    3	4	-1	-3	-4	0	-12	-2
CCNc1cc(N2CCCC(CCC(=O)N3CCN(C(C)C)CC3)C2)ncn1 (stereo not drawn)
    -3	-201	-56	-117	-11	-10	-44	-34
O=C(O)c1ccc(N2CCS(=O)(=O)CC2)cc1
    2	7	9	9	0	3	10	5
COc1ncccc1C(=O)N1CCOCC(Cc2ccc3[nH]ncc3c2)C1 (stereo not drawn)
    2	-19	-8	-3	0	1	-4	0
COc1ccc(C(=O)CSc2ccc3nnc(-c4cccc(F)c4)n3n2)cc1
    0	0	-13	-31	-5	4	-27	-8
Cc1cc(C)n(-c2ccc(C(=O)NCc3cc(F)cc(F)c3)cn2)n1
    0	-15	-9	0	2	5	-4	2
COc1cc(Cl)c(C)cc1NC(=O)Cc1cn2cc(F)ccc2n1
    -3	2	18	-35	-8	-9	0	-3
O=C(Cn1cc(-c2ccccc2)c2ncn(C3CC3)c(=O)c21)Nc1ccc2c(c1)OCO2
    -7	-8	-23	-423	-5	-6	-22	-161
CCN1CCN(C2=NS(=O)(=O)C(c3ccc(OC)cc3)=C2C)CC1
    1	3	10	9	2	2	8	5
COc1cccc(-c2cc(CC(=O)NCc3c(F)cccc3F)no2)c1
    -1	28	45*	27	0	7	18	11
CCCCn1c(=O)[nH]c2c(C(=O)N3CCc4ccccc4C3)snc2c1=O
    2	15	13	25	1	-3	16	7
Cc1nc(C2CCCCN2C(=O)c2ccccc2)nc2c1CCC(=O)N2Cc1ccccn1 (stereo not drawn)
    0	7	3	12	1	3	1	7
CN1C(=O)c2ccccc2C(C(=O)Nc2nc3ccccc3s2)C1c1cccs1 (stereo not drawn)
    1	-25	37*	-15	-5	-1	-8	-1

# Continuation:
# Results follow in this order: USP10 inh	USP8 block	USP17 inh	USP30 inh	UCHL1 block	USP7 block	USP28 inh	OTUD3 inh
COCCNC(=O)N1CCCN(C2CCN(Cc3ccc(F)cc3)C2=O)CC1 (stereo not drawn)
    0	-46	-2	16	3	7	1	3
Cc1cnc(-c2nccnc2C2CCCN(C(=O)c3ccccc3)C2)[nH]1 (stereo not drawn)
    0	-246	-34	2	-2	-2	-2	-4
O=C(NC1CCCC1)C1c2cc(Br)ccc2OCC(=O)N1C1CCCC1 (stereo not drawn)
    -1	-4	0	-5	-3	-2	-14	-4
Cc1cc(C)c2c(=O)[nH]c(SCC(=O)NCCc3ccccc3)nc2n1
    0	20	16	25	0	3	10	15
Cn1c(SCC(N)=O)nnc1-c1cc2ccccc2o1
    -2	-2	-8	-2	-3	-3	-12	-1
Cc1ccc(C)c(NS(=O)(=O)c2cc(-c3cnc(C4CC4)o3)ccc2C)c1
    12	0	52*	-2	6	9	-4	-11
Cc1ccc(-n2nnc(C(=O)Nc3ccc(F)cc3F)c2C)cc1
    -1	5	-1	0	-6	0	-13	-2
CC1CCC(Nc2ncnc3c2CN(C2CCNC2)C(=O)CN3C)CC1 (stereo not drawn)
    -2	-128	-20	3	2	1	18	13
Cc1ccc(C)c(N2CCN(C(=O)CCCn3c(=O)[nH]c4ccccc4c3=O)CC2)c1
    5	6	nt	15	5	8	17	5
N#Cc1ccc(CN2CCCC23Cc2ccccc2CNC3=O)cc1 (stereo not drawn)
    1	5	6	22	2	-5	6	10
Cc1c(CC(=O)NCC(C)C)c(=O)oc2cc3c(cc12)CCC1(CCCCC1)O3
    3	-18	36*	-105	-4	-2	7	22
COc1ccc(C[C@H](N)C(=O)NC2C(CO)OC(n3cnc4c(N(C)C)ncnc43)C2O)cc1 (stereo partly drawn)
    1	1	-19	24	-2	-8	-6	-6
COc1ccc2nc(N3CC(C(=O)N4CCC5(CC4)OCCO5)C3)sc2c1
    -2	-36	-8	-1	2	-3	0	-2
C=C[C@]1(C)C=C2C(=O)[C@]3(O)OC(=O)[C@@]4(CCCC(C)(C)[C@H]34)[C@@]2(O)CC1
    19	20	69*	25	15	-13	24	11
COc1ccc(-n2nc(-c3nc(-c4cccc(OC)c4)no3)c3ccccc3c2=O)cc1
    0	11	7	13	2	4	3	0

# Some of the entries so far, as comma-separated lines:
SMILES,USP10 inh,USP8 block,USP17 inh,USP30 inh,UCHL1 block,USP7 block,USP28 inh,OTUD3 inh
CCOC(=O)N1CCN(C(=O)CCc2c(C)c3ccc(O)cc3oc2=O)CC1,1,1,3,10,0,1,2,-4
O=C(NCc1ccccn1)c1nc[nH]c1C(=O)NCc1cc(F)cc(F)c1,0,-51,0,3,2,-34,9,1
COc1cc2c(cc1OC)-c1cc(NCc3ccccc3)nc(=O)n1CC2,-9,-17,-30,-111,-11,-10,-23,-8
CC(C)(C)Nc1c(C2CCN(C(=O)C3CC3)CC2)nc2ccc(F)cn12,-1,-6,-2,-4,0,-1,-6,-6
Cc1noc(C)c1S(=O)(=O)NCc1ccc2c(c1)N(C(=O)c1ccccc1)CC2,-4,-46,-17,-15,-2,-7,-2,-7
CCN1CCN(C(=O)Cn2c(=O)[nH]c3c(-c4ccccc4)c[nH]c3c2=O)CC1,0,-1,14,19,0,4,7,2

# (more compounds)
# Results follow in this order: USP10 inh	USP8 block	USP17 inh	USP30 inh	UCHL1 block	USP7 block	USP28 inh	OTUD3 inh
CC(=O)N1CCC(c2ccnc(Nc3cc(C(F)(F)F)ccn3)n2)C1 (stereo not drawn)
    0	18	9	27	4	-4	9	-94
CCCCC(=O)N1c2ccccc2NC2=C(C(=O)CC(C)(C)C2)C1c1cccnc1 (stereo not drawn)
    -1	-1	-7	0	-1	-4	-9	-6
Cc1ccc(S(=O)(=O)N2CCCC2C(=O)N2CCOCC2)cc1 (stereo not drawn)
    -1	0	2	-4	-2	-2	1	5
CC(C)NC(=O)N1CCC2(C1)c1ccccc1S(=O)(=O)N2CC1CC1 (stereo not drawn)
    -2	-38	-8	-3	0	4	1	5
COc1ccc(C)cc1NC(=O)c1ccc(CN(c2ccc(C)c(C)c2)S(C)(=O)=O)cc1
    6	-4	nt	-4	5	10	-4	0
Cc1ccc(S(=O)(=O)N2CCCCC2)cc1NC(=O)CN1C(=O)CN(C)C1=O
    0	3	-3	-13	-4	-1	-12	-4
O=C(/C(=C/c1ccccc1Cl)c1ccccc1)N1CCN(c2ccccc2F)CC1
    13	-20	-1	15	2	-9	-2	2
O=C(Cc1nnc(-c2ccccn2)o1)NCc1ccc(Cl)cc1
    -5	5	0	7	0	7	-4	-3
Cn1c(NC(=O)c2cccs2)c(-c2ccccc2Cl)c(=O)c2ccccc21
    1	-1	3	-6	-3	2	-6	-8
Cc1ccc2c(c1)C(=O)NCC1(CCN(C(=O)c3c(F)cccc3F)CC1)O2
    1	2	4	3	-2	-4	-1	0
Cc1cccc(C)c1OCCOC(=O)c1ccc(Cl)c(S(=O)(=O)N2CCCCCC2)c1
    7	3	2	-2	6	13	0	8
O=C(Nc1ccccc1)C1Cn2ccnc2C2(CCN(C(=O)c3ccccc3)CC2)O1 (stereo not drawn)
    -5	-101	-15	13	0	0	0	13
O=S(=O)(c1ccc2c(c1)CCN2S(=O)(=O)c1ccc(F)cc1)N1CCOCC1
    1	6	3	16	5	6	0	3
NS(=O)(=O)c1ccc(CCNc2ncnc3c2c(-c2ccccc2)cn3-c2ccc(Br)cc2)cc1
    9	19	4	27	5	9	16	-169
Cc1cc(C)nc(C2CN(C(=O)CN3CCCCCC3=O)CCO2)n1 (stereo not drawn)
    0	-1	-1	10	-2	-1	-4	-2

# The listing continues.
# Results follow in this order: USP10 inh	USP8 block	USP17 inh	USP30 inh	UCHL1 block	USP7 block	USP28 inh	OTUD3 inh
Cn1c(CNC(=O)C2CCC2)nc2c1CN(S(=O)(=O)c1ccc(Cl)cc1)CC2
    -1	-14	-8	-8	-4	-4	-3	-12
CCc1nnc(-c2csc(S(=O)(=O)NC3CCCCC3)c2)o1
    0	18	9	25	3	2	5	14
COc1ccc(-c2nc(NC(=O)CCc3ccccc3)sc2C)cc1
    7	1	10	-6	5	5	-2	2
CC1=CC(=O)CC(C)(C)[C@@]1(O)/C=C/C(C)=C\C(=O)O
    -6	-6	-23	-5	-5	-1	-4	-2
O=C(Nc1cnc(-c2ccc(F)cc2)nc1)C1CCC1
    3	1	30	18	6	-8	5	10
CCSc1nc(-c2ccc(F)cc2)nc2c1Cc1cc(C)ccc1O2
    -3	16	6	19	-1	2	0	13
Cc1ccc(CNC(=O)c2cnc(N3CCN(C)CC3)nc2C)cc1
    6	-2	11	20	1	2	7	11
N#Cc1ccc(NC(=O)Cc2ccc3c(c2)OCCO3)cc1
    0	17	17	21	2	-52	11	4
O=C1CC(c2noc(-c3ccncc3)n2)CN1Cc1ccc(F)cc1 (stereo not drawn)
    -4	-15	0	-93	-3	-1	-9	-4
CN(CCc1noc(-c2ccccc2Cl)n1)C(=O)c1ccc(C#N)cc1
    -1	13	19	31*	2	-1	13	10
CCCCCn1c(=O)[nH]c2cc(C(=O)NCCCN3CCN(c4cccc(Cl)c4)CC3)ccc2c1=O
    0	25	-2	-5	-1	0	-8	-2
CCc1cc2c(=O)c(-c3ccc4c(c3)OCCCO4)coc2cc1OC(=O)N1CCOCC1
    -7	7	4	21	4	1	22	6
COc1ccccc1-c1cc(C(=O)N2CCn3nc(C)nc3C2)[nH]n1
    0	-7	-3	-9	0	1	-8	-5
CCN(CC)C(=O)c1ncn2c1CN(CCC(C)C)S(=O)(=O)c1ccccc1-2
    -4	1	-1	3	0	-11	-1	0
N#Cc1cccc(CN2CC[C@@H]3[C@@H](CO[C@H]3CNC(=O)C3CC3)C2)c1
    5	-43	-16	5	-2	0	-3	-10

# The listing continues:
# Results follow in this order: USP10 inh	USP8 block	USP17 inh	USP30 inh	UCHL1 block	USP7 block	USP28 inh	OTUD3 inh
O=C(NCc1ccc(F)cc1)C1CCc2nc(N3CCCCC3)ncc2C1 (stereo not drawn)
    -3	15	-3	-32	1	-4	-12	2
COc1ccc2c(c1)[nH]c1c(=O)n(CCN3CCNCC3)cnc12
    2	11	nt	17	1	8	6	9
CC(C)CCN1CCc2cc(C(=O)N3CCCC3)c(N(C)C)nc2CC1
    0	-26	-5	-9	-2	0	-5	-4
COc1ccc(CN2CCc3c(C(=O)N4CCOCC4)n[nH]c3C2)cc1
    -5	-29	4	13	-1	1	2	5
Cc1ccnc(N2CCCC(C(=O)Nc3ccc(CN4CCOCC4)cc3)C2)n1 (stereo not drawn)
    -4	7	4	6	1	2	7	2

# 2 records drawn at random from those above, as already listed:
# Results follow in this order: USP10 inh	USP8 block	USP17 inh	USP30 inh	UCHL1 block	USP7 block	USP28 inh	OTUD3 inh
O=C(NCc1ccc(F)cc1)C1CCc2nc(N3CCCCC3)ncc2C1 (stereo not drawn)
    -3	15	-3	-32	1	-4	-12	2
COc1ccc(CN2CCc3c(C(=O)N4CCOCC4)n[nH]c3C2)cc1
    -5	-29	4	13	-1	1	2	5
